# MT1-MMP act inh = blockers of MT1-MMP proenzyme processing, primary screen, HT1080 RFP-PRO-GFP cells, GFP/RFP fluorescence; GFP/RFP ratio fluorescence, overnight; percent of plate control window, DMSO zero; GFP/RFP ratio change, % at 20 µM; 360,000 tested, 0.061% active;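 active = GFP/RFP ratio change of at least 30% with cell ATP level not reduced by more than half and red fluorescence within 50% of control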; note: strong numbers were not always called active
#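 Compound: 20 µM single dose, 1% DMSO / System: HT1080 RFP-PRO-GFP cells / Controls: DMSO and RFP-L50D-GFP cell wells / Read-out basis: GFP/RFP fluorescence ratio / Schedule: overnight compound exposure at 37 °C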
# SKN-1 block = suppressors of acrylamide-induced Pgst-4::GFP reporter in worms, primary screen, SKN-1 inhibitor project, whole organism, uHTS, GFP/RFP fluorescence ratio, strain VP596; C. elegans VP596 Pgst-4::GFP/RFP ratio, 24 h; inhibition, % at 21.8 µM; 360,000 tested, 0.49% active;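 active = interference check ratio from 0.5 to 1.5 plus GFP to RFP signal ratio inhibition reaching or exceeding a fixed threshold, cut at about 30% in these data, passing the limit was not always enough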; note: some compounds called inactive have numbers as strong as hits
# Rin1-Abl PPI inh = inhibitors of Rin1-Abl protein binding, primary screen, biochemical, TR-FRET | inhibition, % at 7.35 µM | Tyrosine-protein kinase ABL1 (Homo sapiens) + Ras and Rab interactor 1 (Homo sapiens), … | 360,000 tested, 0.4% active; in the data active = inhibition above about 5%, passing the limit was not always enough
# Rpn11 block = Rpn11 (PSMD14) deubiquitinase inhibitors, primary screen, biochemical, fluorescence polarization, uHTS | 26S proteasome non-ATPase regulatory subunit 14 (Homo sapiens), O00487 | human 26S proteasome, Ub4-pepOG fluorescence polarization; 20S core pre-blocked with epoxomicin | calls only at 20 µM | 360,000 tested, 0.59% active | AID 588493, 2011;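 active = inhibition at 20 µM, scaled to each plate's controls, above about 33%, limit read from the data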
# FAS-TE inh = FAS thioesterase domain inhibitors, primary screen, biochemical, fluorescence intensity, uHTS; recombinant FAS-TE, OMFH fluorogenic substrate, fluorescence endpoint; Fatty acid synthase (Homo sapiens), P49327; inhibition, % at 15 µM; 360,000 tested, 0.67% active;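 active = compounds whose normalised, plate-corrected inhibition of enzyme fluorescence in the single-dose primary screen is 50% or more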;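 note: 0% = DMSO with enzyme and 100% = substrate without enzyme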
# CSN inh = inhibitors of CSN-mediated cullin deneddylation, primary screen, biochemical, fluorescence polarization, uHTS; inhibition, % at 12.5 µM; COP9 signalosome complex subunit 5 (Homo sapiens), Q92905; 360,000 tested, 0.38% active; Purified CSN, SCF-Nedd8-OG deneddylation;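 active = pattern-corrected inhibition above about 35%, with an unprinted fluorescence ratio check between 0.5 and 1.5, limit read from the data, passing the limit was not always enough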;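 note: 0% = enzyme with substrate and 100% = substrate without enzyme; some results filed as inactive read as strong as hits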
# Target sequence (Q92905 whole entry, looked up, one chain of several): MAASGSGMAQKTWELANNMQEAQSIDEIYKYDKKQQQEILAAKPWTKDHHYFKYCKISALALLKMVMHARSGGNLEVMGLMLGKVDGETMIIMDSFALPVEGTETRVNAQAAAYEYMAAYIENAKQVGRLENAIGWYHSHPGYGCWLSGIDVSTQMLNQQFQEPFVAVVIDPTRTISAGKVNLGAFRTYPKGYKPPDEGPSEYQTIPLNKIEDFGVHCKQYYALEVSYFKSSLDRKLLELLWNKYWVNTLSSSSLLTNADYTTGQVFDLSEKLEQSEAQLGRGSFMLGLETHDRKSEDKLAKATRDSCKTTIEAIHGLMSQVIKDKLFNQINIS
#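 Test system: Human Csn5 produced in HEK293T cells | Compound: 12.5 µM single point | Times: 90 min, room temperature | Signal: Fluorescence polarization readout | Read-out basis: % inhibition of substrate cleavage by Csn5 | Controls: no-enzyme wells high, enzyme-with-substrate wells low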
# Neddylation inh = inhibitors of cullin neddylation, primary screen, biochemical, TR-FRET, uHTS, NAE and Ubc12. AID 651699, 2012. 360,000 tested, 0.58% active. calls only at 25 µM; in the data active = inhibition above about 36%
# Target sequence (P61081 whole entry, looked up): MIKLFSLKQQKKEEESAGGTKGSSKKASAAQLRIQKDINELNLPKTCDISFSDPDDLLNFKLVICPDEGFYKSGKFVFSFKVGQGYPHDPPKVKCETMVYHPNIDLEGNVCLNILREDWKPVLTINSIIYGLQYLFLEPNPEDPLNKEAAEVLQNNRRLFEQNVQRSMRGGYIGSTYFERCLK
# Target sequence (Q13564 whole entry, looked up): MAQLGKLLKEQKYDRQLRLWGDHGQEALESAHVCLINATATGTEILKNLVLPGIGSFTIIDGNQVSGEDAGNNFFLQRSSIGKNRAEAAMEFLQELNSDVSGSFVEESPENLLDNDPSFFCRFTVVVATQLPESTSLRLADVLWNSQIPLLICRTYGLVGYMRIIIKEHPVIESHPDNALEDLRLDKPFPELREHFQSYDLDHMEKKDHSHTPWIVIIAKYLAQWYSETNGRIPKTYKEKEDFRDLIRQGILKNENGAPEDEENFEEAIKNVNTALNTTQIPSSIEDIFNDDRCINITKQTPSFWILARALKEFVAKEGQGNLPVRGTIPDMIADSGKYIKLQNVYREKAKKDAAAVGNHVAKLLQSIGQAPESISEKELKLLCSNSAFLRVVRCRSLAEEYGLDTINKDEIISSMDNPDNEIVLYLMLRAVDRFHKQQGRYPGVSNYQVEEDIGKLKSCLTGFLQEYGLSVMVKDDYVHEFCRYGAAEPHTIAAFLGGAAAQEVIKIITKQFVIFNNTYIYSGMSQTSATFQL
# NadD inh = inhibitors of S. aureus NadD, primary screen, biochemical, colorimetric, uHTS; Nicotinate-nucleotide adenylyltransferase NadD (Staphylococcus aureus N315); purified NadD enzyme, colorimetric absorbance read-out; inhibition, % at 20 µM; 360,000 tested, 0.78% active; in the data active = inhibition above about 26%; note: some compounds past the cut are filed as inactive
# MLLE-PAM2 inh = inhibitors of PABP1 MLLE–PAM2 peptide binding, primary screen, biochemical, fluorescence polarization, FITC-PAM2, GST-MLLE. 360,000 tested, 0.36% active. Polyadenylate-binding protein 1 (Homo sapiens), P11940. inhibition, % at 20 µM; in the data active = inhibition above about 35%, passing the limit was not always enough;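 note: plate controls were DMSO wells with GST-MLLE for no effect and wells lacking GST-MLLE protein for full effect; some results filed as inactive read as strong as hits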
# Starred values were filed as active, the others as inactive; i = inactive; · = not tested or not shown; + = active, no number.
mol	MT1-MMP act inh	SKN-1 block	Rin1-Abl PPI inh	Rpn11 block	FAS-TE inh	CSN inh	Neddylation inh	NadD inh	MLLE-PAM2 inh
Cc1cc2c(c(=O)o1)C1(C(=O)N(CC(=O)O)c3ccccc31)C(C#N)=C(N)O2 (stereo not given)	-26	-10	2	i	-20	9	i	-4	-13
CCOC(=O)N1CCN(C(=O)COc2cccc3c2CCN(Cc2cccc(C)c2)C3=O)CC1	-3	5	-2	i	-9	-2	i	-4	-9
COc1ccc(Cl)cc1Nc1cc(C)nc2ncnn12	0	0	4	i	-4	-1	i	-2	0
COc1ccc(/C(N)=N/OC(=O)Cc2ccccc2)cc1	5	7	0	i	-3	3	i	1	-3
O=C(NCc1nnc(SCC(=O)N2CCCC2)o1)c1ccccc1	1	16	2	i	-5	5	i	-4	-29
CC(=O)CC(C)=NCCN=C(C)CC(C)=O	0	13	-4	i	-11	7	i	-3	10
CCNC(=O)C1(C)CCCN1C(=O)c1ccc(C#N)cc1 (stereo not given)	2	63*	2	i	-8	-1	i	-3	-1
CCOC(=O)c1c(NC(=O)C2CCCN(S(=O)(=O)c3ccc(C)cc3)C2)sc2c1CCCC2 (stereo not given)	-6	6	-4	i	32	1	i	9	1
CC(C)(C)OC(=O)C[C@@H]1C/C=C\C[C@H](CC(=O)N(CCO)Cc2ccccc2)C(=O)N[C@@H](Cc2c[nH]c3ccccc23)COC1=O	-3	-2	2	i	-9	3	i	4	-9
CCc1cccc(C)c1NC(=S)N(CCCN1CCOCC1)Cc1cccnc1	1	-7	2	i	-4	5	i	-6	0
COC(=O)CCNC(=O)c1ccc2[nH]c(C)c(C)c2c1	-1	-10	0	i	-2	-3	i	1	17
COc1ccccc1N1CCN(C(c2cccs2)C(C)NC(=O)C(=O)N2CCCCC2)CC1 (stereo not given)	1	-1	-3	i	-2	4	i	-6	-8
COc1ccc([C@H]2CC(=O)C=C(c3ccc(NC(C)=O)cc3)C2)cc1OC	-7	4	-4	i	-10	-4	i	-3	-2
COc1ccc(CCNC(=O)CN2CCC(n3nnc4cc(F)ccc43)CC2)cc1OC	2	2	-2	i	-8	3	i	-2	-3
CN(N)C(=S)NCc1ccccc1	1	2	2	i	-11	-3	i	-1	-122
O=C(/C=C/c1cccc(C(F)(F)F)c1)OCC(=O)N1CCN(c2ccccc2)CC1	1	5	3	i	18	0	i	2	7
Cc1ccc(C2=NS(=O)(=O)N(C)C(C(=O)Nc3ccc(F)cc3F)=C2)cc1	-1	6	1	i	22	3	i	-2	-1
COc1cc(S(=O)(=O)n2ccnc2)ccc1Br	0	-2	-3	i	0	-1	i	-5	-5
CCN(CC)CCN(C(=O)c1ccc2c(c1)CCCC2)c1nc2cc(OC)c(OC)cc2s1	1	9	-6	i	18	-2	i	-1	-3
CCCC1CC(C)(/C(C)=N\NC(N)=S)OC1=O (stereo not given)	-3	4	3	i	-5	-3	i	1	-2
CCn1c(-c2csc(-c3ccccc3)n2)n[nH]c1=S	-2	4	3	i	2	0	i	-1	-24
CCN(CC)S(=O)(=O)c1ccc2c(c1)nc(SCn1nnc3ccccc3c1=O)n2CC	-3	3	-3	i	12	-4	i	0	43*
COc1cc2[nH]c(=S)nc(NC3CCCCCC3)c2cc1OC	-2	14	0	i	1	4	i	3	-7
CC(C)c1nc(SCC(=O)N2CCCC2)c2ccccc2n1	9	7	-8	i	-7	3	i	8	34
Cc1ccc(C2C(C#N)C(C#N)N3CCCN23)cc1 (stereo not given)	2	-20	-2	i	-19	-2	i	-6	1

# The closing 2 records of the part above are carried over, then new ones follow:
mol	MT1-MMP act inh	SKN-1 block	Rin1-Abl PPI inh	Rpn11 block	FAS-TE inh	CSN inh	Neddylation inh	NadD inh	MLLE-PAM2 inh
CC(C)c1nc(SCC(=O)N2CCCC2)c2ccccc2n1	9	7	-8	i	-7	3	i	8	34
Cc1ccc(C2C(C#N)C(C#N)N3CCCN23)cc1 (stereo not given)	2	-20	-2	i	-19	-2	i	-6	1
COc1cc(/C=N\Nc2nc(-c3cccs3)c(NC(C)=O)s2)ccc1O	6	0	-2	i	-4	1	i	14	-19
Cc1cc(C(F)(F)F)c(C#N)c(=O)[nH]1	4	5	3	i	-5	-6	·	-3	6
CCc1ccc(NC(=O)Nc2cc(C(=O)NCC3CCCO3)ccc2N2CC3CC(C2)c2cccc(=O)n2C3)cc1 (stereo not given)	0	18	3	i	-1	-5	i	2	16
CCSc1nnc(NC(=O)C2CCN(S(=O)(=O)c3cc(C(F)(F)F)ccc3Cl)CC2)s1	4	1	-2	i	-6	2	i	0	-1
CSc1ccccc1OCc1cc(C(=O)NCCC2CCCCO2)no1 (stereo not given)	-1	8	2	i	5	4	i	-3	-5
Cc1ccc(S(=O)(=O)c2nc(S(C)(=O)=O)sc2N(C)C)cc1	1	-3	-3	i	-4	6	i	-6	-20
Cc1ccc(NC(=O)C2CCC(CNC(=O)[C@@H]3Cc4ccccc4CN3)CC2)cc1 (stereo not given in full)	0	17	0	i	0	-3	i	-9	9
Cn1nnc2c(N3CCCCC3)nccc21	6	-24	-1	i	-6	-5	i	-10	1
COc1ccc(CN2CCC(CNC(=O)NC3CCCCC3)CC2)cc1	6	-5	-3	i	-1	2	i	-4	-8
O=C(CC[C@H]1O[C@@H](n2cnc3c(NC(=O)c4ccccc4)ncnc32)[C@H](O)[C@@H]1O)N[C@@H](CO)Cc1c[nH]c2ccccc12	6	13	0	i	-4	1	i	-3	6
C=CCn1c(-c2ccco2)n[nH]c1=S	4	18	-2	i	-13	1	i	0	-23
COc1ccc(/C=N/NC(=O)c2ccn[nH]2)cc1Cn1nc(C)c([N+](=O)[O-])c1C	4	-17	-2	i	11	-2	i	-5	3
O=C(CC(=O)c1ccncc1)c1ccccc1	1	-17	0	i	-2	-3	i	-2	1
CC(=O)c1ccc(NC(=O)c2cccc(N3C(=O)c4ccccc4C3=O)c2)cc1	1	-6	0	+	-4	132	i	-5	-26
Nc1ccc2c(c1)OC1(CCCCC1)O2	3	1	-5	i	-1	4	i	1	-14
O=C(COC(=O)/C=C/c1ccco1)Nc1ccc(F)cc1Cl	2	6	2	i	2	-2	i	-5	4
COc1cc(/C=C2/SC(=S)N(Cc3ccccc3)C2=O)ccc1OCC(=O)O	6	-4	0	i	15	11	i	22	-23
CC(C)(C)OC(=O)C[C@H]1C/C=C\C[C@@H](CC(=O)N[C@H](CO)Cc2ccccc2)C(=O)NC[C@@H](c2ccccc2)OC1=O	1	11	1	i	-7	2	i	-2	-9
O=C(N/N=C/c1ccccc1)C1CCCN1C(=O)c1cc([N+](=O)[O-])cc([N+](=O)[O-])c1 (stereo not given)	-1	15	-6	i	34	6	i	3	-1
COc1ccc(-c2ccc(CO)o2)cc1N	3	-7	1	i	-5	-9	i	-3	4
COc1cc(/C=N/Nc2ccc(Cl)c(C(=O)O)c2)ccc1OC(=O)c1ccco1	-1	-15	0	i	1	6	i	0	2
CC(=O)Nc1cccc(NS(=O)(=O)c2cn(C)c(=O)n(C)c2=O)c1	3	-6	-2	i	-7	-5	i	-8	1
CCCC(=O)C1CCN(Cc2ccccc2)CC1	-5	1	3	i	-7	2	i	2	6
O=C(CCCN1C(=O)c2ccccc2C1=O)Nc1ccc(Br)cn1	-6	14	-3	i	-5	4	i	2	6
Cc1ccc(C(=O)N/C(=C\c2cccc([N+](=O)[O-])c2)C(=O)OCN2C(=O)c3ccccc3C2=O)cc1	8	5	-4	i	14	10	i	14	-4
S=C(NCCc1ccccc1)NC1CCCCCC1	-1	-24	0	i	4	4	i	-9	-36
Cc1ccc(C(=O)Nc2nc3ccccc3[nH]2)cc1	7	0	2	i	-5	7	i	3	-9
NC(=O)CC(NC(=O)c1ccc(Br)cc1)c1ccc(N2CCN(c3ccccc3)CC2)c([N+](=O)[O-])c1 (stereo not given)	9	0	-3	i	7	5	i	4	0
Cc1ccsc1/C=N/NC(=O)C(=O)NCC(C)C	-4	7	-1	i	-3	-1	i	-7	7
CCOc1ccc(C(=O)NCC(=O)N2CCN(Cc3ccccc3)CC2)cc1	1	1	-3	i	-7	2	i	0	-2
O=C(O)c1cc(-c2ccccc2)nn1CC1CC(c2cccnc2)=NO1 (stereo not given)	0	4	4	i	-6	0	i	0	9
C=CCc1ccccc1OCC(O)CNC(=O)c1ccccc1C(=O)O (stereo not given)	2	6	0	i	-4	-4	i	-3	-7
CC(C)(C)c1cc(CP(=O)(c2ccccc2)c2ccccc2)cc(C(C)(C)C)c1O	-15	0	-2	i	22	-2	i	0	9

# Record cards (already shown). Order of screens: MT1-MMP act inh | SKN-1 block | Rin1-Abl PPI inh | Rpn11 block | FAS-TE inh | CSN inh | Neddylation inh | NadD inh | MLLE-PAM2 inh
# Results for `COc1ccc(/C=N/NC(=O)c2ccn[nH]2)cc1Cn1nc(C)c([N+](=O)[O-])c1C` : 4 | -17 | -2 | i | 11 | -2 | i | -5 | 3
# Results for `O=C(COC(=O)/C=C/c1ccco1)Nc1ccc(F)cc1Cl` : 2 | 6 | 2 | i | 2 | -2 | i | -5 | 4
# Results for `CCSc1nnc(NC(=O)C2CCN(S(=O)(=O)c3cc(C(F)(F)F)ccc3Cl)CC2)s1` : 4 | 1 | -2 | i | -6 | 2 | i | 0 | -1
# Results for `CC(C)(C)OC(=O)C[C@@H]1C/C=C\C[C@H](CC(=O)N(CCO)Cc2ccccc2)C(=O)N[C@@H](Cc2c[nH]c3ccccc23)COC1=O` : -3 | -2 | 2 | i | -9 | 3 | i | 4 | -9
# Results for `CCN(CC)S(=O)(=O)c1ccc2c(c1)nc(SCn1nnc3ccccc3c1=O)n2CC` : -3 | 3 | -3 | i | 12 | -4 | i | 0 | 43*

# Taken from above:
# In FAS-TE inh, Cc1ccc(C2C(C#N)C(C#N)N3CCCN23)cc1 (stereo not given) has the entry -19
# In CSN inh, Nc1ccc2c(c1)OC1(CCCCC1)O2 has the entry 4
# In MLLE-PAM2 inh, COc1cc(/C=N/Nc2ccc(Cl)c(C(=O)O)c2)ccc1OC(=O)c1ccco1 has the entry 2
# In FAS-TE inh, CCNC(=O)C1(C)CCCN1C(=O)c1ccc(C#N)cc1 (stereo not given) has the entry -8
# In MT1-MMP act inh, CCOC(=O)N1CCN(C(=O)COc2cccc3c2CCN(Cc2cccc(C)c2)C3=O)CC1 has the entry -3
# In NadD inh, CCc1ccc(NC(=O)Nc2cc(C(=O)NCC3CCCO3)ccc2N2CC3CC(C2)c2cccc(=O)n2C3)cc1 (stereo not given) has the entry 2
# In CSN inh, Cc1cc2c(c(=O)o1)C1(C(=O)N(CC(=O)O)c3ccccc31)C(C#N)=C(N)O2 (stereo not given) has the entry 9
